Screening results (PubChem)
TROY NFkB inh – inhibitors of TROY-driven NF-kB signaling, primary screen, Q293 LMP1-TROYcd cells, NF-kB luciferase, uHTS; inhibition, % at 10 µM; AID 1347056, 2019; 360,000 tested, 0.98% active; Q293 LMP1-TROYcd NF-kB luciferase reporter, 4 h;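 active = compounds whose plate-normalised and pattern-corrected inhibition of the luciferase reporter signal at the single screening dose is 50% or more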
C8 TRAIL sens – viability loss with TRAIL in NB7+C8 cells, primary screen, TRAIL sensitizer project, cell-based, ATPlite luminescence; inhibition (viability loss, TRAIL sensitization), % at 10 µM; 360,000 tested, 1% active; AID 624354, 2012;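 active = compounds causing at least 50% loss of cell viability in the single-dose screen, relative to plate controls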
SRC1 inh – SRC1 coactivator transcriptional activity inhibitors, primary screen, cell-based, luminescence | Nuclear receptor coactivator 1 (Homo sapiens), Q15788 | HEK293 GAL4-SRC1 luciferase reporter | inhibition, % at 3.6 µM | 360,000 tested, 0.12% active | AID 588354, 2011;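 active = inhibition above the campaign mean plus 3 SD, with each screening campaign given its own cutoff, cut at about 60% in these data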;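 note: 0% = DMSO treated cells and 100% = gossypol at 36 µM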
TWEAK-Fn14 inh – inhibitors of TWEAK-Fn14 signaling, primary screen, luciferase reporter cells, uHTS | TWEAK-stimulated Fn14 reporter cells, luciferase luminescence, 8 h | inhibition, % at 10 µM | 360,000 tested, 2% active | AID 1159606, 2016; in the data active = inhibition above about 50%
EBV LMP1 NFkB – EBV LMP1-driven NF-kappaB luciferase reporter inhibitors, primary screen, cell-based, luminescence, single point. LMP1-induced NF-kappaB luciferase reporter cells. inhibition, % at 12.5 µM. 350,000 tested, 0.69% active. AID 504558, 2011; in the data active = inhibition above about 41%;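 note: 0% = neutral control wells and 100% = reference inhibitor control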
NOD2 RIPK2 PPI – NOD2-RIPK2 binding disruptors in cells, primary screen, fluorescence, CHO cells, BLA complementation; inhibition, % at 4.98 µM; 360,000 tested, 0.38% active; CCF4 ratio; in the data active = inhibition above about 21%;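 note: 0% = vehicle only and 100% = reference blocker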
NCOA3 inh – SRC3 coactivator transcriptional activity inhibitors, primary screen, cell-based, luminescence; Nuclear receptor coactivator 3 (Homo sapiens), Q9Y6Q9; HEK293 GAL4-SRC3 luciferase reporter; inhibition, % at 3.6 µM; 360,000 tested, 0.17% active; AID 588352, 2011;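 active = inhibition above a per-campaign cutoff, the mean of all compounds plus 3 SD, cut at about 60% in these data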;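 note: 0% = DMSO-treated cells and 100% = gossypol-treated cells at 36 µM; higher means less SRC3-driven luciferase light from the GAL4 reporter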
LRH-1 inv ag – LRH-1 (NR5A2) inverse agonists, primary screen, cell-based, luminescence, HEK293T, StAR-luciferase reporter; Nuclear receptor subfamily 5 group A member 2 (Homo sapiens), O00482; LRH-1 transfected, 24 h; inhibition, % at 3.6 µM; 360,000 tested, 0.13% active;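 active = inhibition above the mean inhibition of all tested compounds plus 3 SD, cut at about 73% in these data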;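 note: 0% = DMSO wells and 100% = reporter-only cells lacking LRH-1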
SRC2 inh – inhibition of GAL4-SRC2 driven luciferase reporter, primary screen, SRC2 inhibitor project, cell-based, luminescence; AID 651957, 2012; 370,000 tested, 0.17% active; inhibition, % at 9 µM; HEK293 GAL4-SRC2 luciferase reporter;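 active = inhibition above the mean inhibition of all tested compounds plus 3 SD, set per campaign, cut at about 52% in these data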;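 note: 0% = DMSO treated cells and 100% = cells given Gossypol at 36 µM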
COUP-TFII inh – NR2F2 transcriptional activity inhibitors, primary screen, cell-based, luciferase reporter, HEK293T, luminescence; COUP transcription factor 2 (Homo sapiens), P24468; HEK293T NGFI-A luciferase reporter; inhibition, % at 8.6 µM; 370,000 tested, 0.7% active; AID 686940, 2013;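 active = inhibition above a per-plate cutoff, mean inhibition of test wells between control levels plus 3 SD, cut at about 38% in these data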;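 note: cells cotransfected with COUP-TFII expression vector driving the NGFI-A reporter; 0% = median of COUP-TF2 test wells and 100% = reporter-only cells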
TLR9-MyD88 inh – inhibitors of TLR9-MyD88 association in cells, primary screen, cell-based, CHO, BLA complementation, fluorescence. CCF4 FRET ratio. inhibition, % at 4.98 µM. 340,000 tested, 0.21% active. Toll-like receptor 9 (Homo sapiens) + Myeloid differentiation primary response protein …;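 active = inhibition above the mean over all tested compounds plus 3 SD, cut at about 21% in these data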;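 note: 0% = DMSO only wells and 100% = clavulanate BLA inhibitor control wells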
Target sequence (Q99836 whole entry, looked up): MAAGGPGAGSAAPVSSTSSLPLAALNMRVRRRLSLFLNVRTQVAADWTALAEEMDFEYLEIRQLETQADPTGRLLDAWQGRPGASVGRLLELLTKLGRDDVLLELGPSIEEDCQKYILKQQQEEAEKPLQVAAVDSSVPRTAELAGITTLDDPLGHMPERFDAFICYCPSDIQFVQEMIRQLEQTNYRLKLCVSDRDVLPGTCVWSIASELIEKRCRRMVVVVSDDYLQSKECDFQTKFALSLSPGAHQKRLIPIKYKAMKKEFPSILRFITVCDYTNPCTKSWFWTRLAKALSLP
Target sequence (Q9NR96 whole entry, looked up): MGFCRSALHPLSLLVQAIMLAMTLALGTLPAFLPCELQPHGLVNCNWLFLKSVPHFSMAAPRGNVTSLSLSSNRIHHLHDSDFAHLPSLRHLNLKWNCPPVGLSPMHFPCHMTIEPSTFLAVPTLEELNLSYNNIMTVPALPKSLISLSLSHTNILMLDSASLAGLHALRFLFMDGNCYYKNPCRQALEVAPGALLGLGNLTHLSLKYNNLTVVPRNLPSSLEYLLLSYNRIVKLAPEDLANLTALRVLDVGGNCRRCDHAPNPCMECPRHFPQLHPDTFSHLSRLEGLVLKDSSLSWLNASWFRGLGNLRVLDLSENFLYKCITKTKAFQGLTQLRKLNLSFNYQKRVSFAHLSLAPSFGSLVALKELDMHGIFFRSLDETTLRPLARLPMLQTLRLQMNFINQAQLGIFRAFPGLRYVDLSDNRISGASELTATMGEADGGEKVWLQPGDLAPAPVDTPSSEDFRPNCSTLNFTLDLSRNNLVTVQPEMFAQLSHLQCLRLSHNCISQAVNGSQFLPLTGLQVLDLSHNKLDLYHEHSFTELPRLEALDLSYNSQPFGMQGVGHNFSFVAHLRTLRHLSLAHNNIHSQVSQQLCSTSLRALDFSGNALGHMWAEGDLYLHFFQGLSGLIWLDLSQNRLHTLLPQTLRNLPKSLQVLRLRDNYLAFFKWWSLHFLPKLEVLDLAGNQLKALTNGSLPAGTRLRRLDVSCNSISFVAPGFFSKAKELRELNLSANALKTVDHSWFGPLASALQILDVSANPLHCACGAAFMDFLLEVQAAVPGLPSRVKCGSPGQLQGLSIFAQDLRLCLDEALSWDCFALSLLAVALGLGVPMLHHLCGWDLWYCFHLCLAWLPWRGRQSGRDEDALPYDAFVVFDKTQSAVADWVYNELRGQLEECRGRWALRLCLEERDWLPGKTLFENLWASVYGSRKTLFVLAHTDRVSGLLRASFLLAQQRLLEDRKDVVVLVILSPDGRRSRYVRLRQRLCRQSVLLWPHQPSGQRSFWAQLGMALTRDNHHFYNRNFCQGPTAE
* marks the source's active call; other numbers are inactive results; . = not tested or not shown. Some of the compounds tested; count on the stated rates, not on these rows.

SMILES	TROY NFkB inh	C8 TRAIL sens	SRC1 inh	TWEAK-Fn14 inh	EBV LMP1 NFkB	NOD2 RIPK2 PPI	NCOA3 inh	LRH-1 inv ag	SRC2 inh	COUP-TFII inh	TLR9-MyD88 inh
O=c1cc(N2CCN(c3ccccc3)CC2)[nH]c(=O)n1C1CCCCC1	4	-4	4	-1	-2	-3	2	3	17	8	-11
O=C(CNC(=O)c1ccc(Cl)cc1Cl)OCc1nnc(-c2ccccc2Br)o1	-12	7	1	0	-4	19	-4	1	-3	2	6
COc1ccc(-c2nc3cc(C)c(Br)c(C)n3c2Cc2ccccc2)cc1OC	6	-33	9	-16	.	-6	-10	13	4	-3	.
CCOC(=O)N1CCN(c2nc(-c3ccccc3)c3cc(C)ccc3n2)CC1	-15	-6	3	20	8	-33	8	17	-1	-3	2
NC(=O)c1ccc(NC(=O)CCc2nc3ccccc3s2)cc1	-6	-9	-23	-11	5	0	-24	1	-18	-3	7
COc1cccc(C(=O)CC(=O)C(=O)Nc2cc(OC)ccc2OC)c1	-19	-6	24	21	-2	-11	-10	-8	-4	17	-5
Fc1ccc(NC(=S)N2CCCc3ccccc32)cc1	-14	20	-35	13	-3	5	10	2	-39	8	-5
COc1ccc(C(=O)/C=C/Nc2ccc(S(=O)(=O)Nc3onc(C)c3C)cc2)cc1	-28	-7	-33	-6	3	-3	-37	-98	-58	-25	0
Cc1onc(-c2ccccc2Cl)c1C(=O)OCc1cnc(Cl)s1	11	-7	8	1	-1	3	18	-8	6	-11	1
O=C(NCCCN1CCOCC1)c1c(O)c2cc(Br)cc(Br)c2[nH]c1=O	0	11	-1	3	-5	-1	-5	-11	.	.	3
CCOC(=O)c1sc2nc(SC)nc(-c3ccccc3)c2c1N	0	-15	-12	-6	5	-8	5	9	-26	-2	-3
S=C(NCc1ccco1)N1CCN(Cc2ccc(Cl)cc2Cl)CC1	-7	-1	-16	-15	10	0	-13	6	22	16	-4
Cc1ccc(C(C)C)cc1C(=O)CC1(O)C(=O)N(C)c2ccccc21 (stereo unspecified)	9	0	16	1	-17	5	0	-15	-32	5	1
O=C(c1cc(F)ccc1F)N1CCC(N2CCC(C(=O)N3CCCC3)CC2)CC1	-28	-10	11	8	-6	5	-25	5	-15	2	-25
CCC(c1nnnn1-c1ccc2c(c1)OCCO2)N1CCN(c2ccc(C(F)(F)F)cc2[N+](=O)[O-])CC1 (stereo unspecified)	-8	2	.	5	.	-11	.	12	-2	17	.
O=C(CNc1ccccc1)N/N=C/c1ccc2c(c1)OCCO2	34	8	-18	35	15	4	-6	-11	-17	-12	5
CC(C)Oc1ccc(C(=O)Nc2cc(S(=O)(=O)N3CCOCC3)ccc2N2CCOCC2)cc1	20	18	-25	-8	-4	9	0	1	-13	6	-1
CCOC(=O)c1c(S(=O)(=O)Nc2ccccc2OCC)c(C)n(C)c1C	-47	-6	1	29	-13	10	0	3	-10	-1	-6
Cc1cc(C)c(C)c(S(=O)(=O)Nc2ccccc2C(=O)O)c1C	15	10	-33	8	-7	-2	12	-6	-7	-26	5
CC(NC(=O)CCc1nc2cc(S(=O)(=O)N3CCOCC3)ccc2n1C)c1ccc(S(N)(=O)=O)cc1 (stereo unspecified)	-11	0	-6	-4	6	-25	8	1	-22	-4	2
CCOC(=O)N1CCC(N2C(=O)c3ccccc3C2Nc2c(C)cccc2C)CC1 (stereo unspecified)	-6	2	13	10	9	8	1	19	10	7	-9
OCC1OC(n2cnc3c(SCc4ccccc4)ncnc32)C(O)C1O (stereo unspecified)	-44	55*	-14	-20	2	-6	9	-14	-3	-7	-18
O=C(Nc1ccccc1)Nc1ccccc1C(=O)NCc1ccccc1	-34	1	-16	14	0	5	15	12	-6	2	-2
Cc1ccc(NC(=O)COC(=O)CCC2CCCC2)c(Br)c1	-7	8	13	1	-7	3	13	43	12	-9	4
Cc1ccc(C(O)c2ncc(-c3cccc(C(F)(F)F)c3)[nH]2)c(C)c1 (stereo unspecified)	12	-6	4	13	.	-2	5	14	-44	-3	.

Other results.
SMILES	TROY NFkB inh	C8 TRAIL sens	SRC1 inh	TWEAK-Fn14 inh	EBV LMP1 NFkB	NOD2 RIPK2 PPI	NCOA3 inh	LRH-1 inv ag	SRC2 inh	COUP-TFII inh	TLR9-MyD88 inh
CCCc1nccn1S(=O)(=O)c1cc(OC)ccc1OC	1	1	-17	5	8	4	9	11	-9	11	-4
CN(C)c1ccc(-c2ccc3oc(-c4ccsc4)cc(=O)c3c2)cn1	-53	5	-61	-67	-27	-3	-69	-81	-49	-19	0
O=C1CN(c2ccccc2)C(=O)N1	-5	-33	5	-7	-5	11	13	-2	-37	1	1
CC1CC(C)(C)CC2(C1)NC(=O)N(CC(=O)Nc1ccc3c(c1)OCO3)C2=O (stereo unspecified)	-21	-3	-10	2	-10	-10	3	3	1	10	3
Cc1nn(-c2ccccc2)c(Cl)c1/C=N/NC(=O)c1nn(C)cc1[N+](=O)[O-]	-16	55*	-20	22	-7	-9	10	-21	5	-14	-11
NC(=O)c1ccccc1N=Cc1cccnc1	-2	-8	-10	6	-2	3	4	-22	-15	6	6
CC(C)c1nc(C#N)c(NCCCn2ccnc2)o1	-5	-7	-3	-5	-1	1	9	5	-5	9	-6
COc1ccccc1C(=O)NC(=O)COC(=O)C1CCC1	-50	-7	-2	-10	0	-1	-3	3	-9	4	0
CC(C)CNC(=O)C1Nc2ccccc2C2C=CCC12 (stereo unspecified)	0	-27	-8	-4	-6	1	-5	1	20	-9	9
O=C(CSc1nc(=O)n(CCCN2CCOCC2)c2c1CCC2)Nc1ccccc1F	-4	-7	-1	6	-4	2	-4	-7	-16	-13	-5
Cc1cccc(NC2=NC(=S)N(c3cccc(C(=O)O)c3)C23CCCCC3)c1	7	-10	2	-8	-1	-7	-2	-6	-8	2	-6
COc1cc(Br)c(S(=O)(=O)Nc2c(C)n(C)n(-c3ccccc3)c2=O)cc1OC	-5	-5	-5	-17	2	-6	-31	-14	-8	-4	0
Cc1nc2ccccc2cc1O	14	5	-42	7	-1	-10	2	3	-20	12	3
Cc1cc(OCC(=O)N(C)Cc2ccccc2)ccc1Br	-23	4	-37	-24	-36	-14	-49	-45	-25	-22	-1
CCNC(=S)Nc1ccc(Oc2ccccc2)cc1	-19	-4	-35	-7	0	3	10	-1	-8	0	8
CC(C)NC(=S)N/N=C/C1=CCC2CC1C2(C)C (stereo unspecified)	0	-1	13	14	6	-13	14	-7	-2	-15	-4
CC[C@H](C)[C@H](NS(=O)(=O)c1ccc(C)cc1)C(=O)N1CCC(C(=O)N[C@@H](C)C(=O)O)CC1	-4	0	11	4	1	7	10	13	-4	-11	4
COc1ccc(S(=O)(=O)N2CCOC2CNC(=O)C(=O)NCC(C)C)cc1OC (stereo unspecified)	7	-1	8	-11	-2	-5	-1	4	-7	-19	-3
CN(CCCC(=O)Nc1ccncc1)S(=O)(=O)c1ccc(Cl)cc1	-14	15	13	18	21	-1	9	1	8	52*	7
COc1ccc(-c2cc(C(=O)Nc3ccc4c(c3)OCO4)no2)cc1OC	6	8	6	-45	-9	3	-10	-15	-25	-4	5
O=S(=O)(N1CCCCC1)n1c(Cc2ccccc2)nc2ccccc21	-12	12	-13	-6	7	1	10	4	8	10	-3
Cc1ccc(S(=O)(=O)NN2C(=O)/C(=C/c3cccnc3)SC2=S)cc1	-8	4	-8	3	5	-11	-1	8	-4	-1	3
COc1ccc(C(=O)Nc2cccc3c2CCCC3)c(OC)c1	-51	-7	3	-16	.	5	15	9	-12	2	.
CC(C)(C)C(=O)NC(NC(=O)C(C)(C)C)c1ccc([N+](=O)[O-])cc1	0	-1	-32	-3	10	0	13	5	6	15	1
COc1ccc(CNC(=O)C/C(C)=N/NC(=O)c2ccc(OC)cc2OC)cc1	7	-11	-7	2	-4	-13	-21	-2	-39	-1	-9

(next part)
SMILES	TROY NFkB inh	C8 TRAIL sens	SRC1 inh	TWEAK-Fn14 inh	EBV LMP1 NFkB	NOD2 RIPK2 PPI	NCOA3 inh	LRH-1 inv ag	SRC2 inh	COUP-TFII inh	TLR9-MyD88 inh
Cc1ccc(S(=O)(=O)c2nc(NCc3ccc4c(c3)OCO4)sc2Cl)cc1	32	14	6	-9	5	6	11	4	13	-20	4
O=C(Nc1nccs1)c1cccc(NC(=O)C2CC2)c1	-10	-33	-18	25	-6	-3	-18	-7	3	9	-1
COc1ccc(NC(=O)N(CCC(C)C)C(C)c2ccccn2)c(OC)c1 (stereo unspecified)	7	-15	20	-6	6	-1	13	18	-13	20	15
CC1CCN(C(=O)C2CCCCN2S(=O)(=O)c2cccc([N+](=O)[O-])c2)CC1 (stereo unspecified)	9	-3	2	3	-1	-2	-5	-15	11	4	2
O=C(CSC1=NS(=O)(=O)c2cc(Cl)ccc2N1)NCCc1ccccc1	15	-19	-5	1	0	12	-3	7	10	1	7
CCCN(CCC)S(=O)(=O)c1cc2c(cc1Br)CCN2C(=O)CC	22	1	-7	24	0	0	-5	7	8	24	-6
COc1ccc(NCC(=O)N/N=C/c2cc([N+](=O)[O-])ccc2N2CCCC2)cc1	-9	-3	16	29	11	-4	4	-7	-4	14	.
COc1ccc(NS(=O)(=O)c2ccc(NS(=O)(=O)c3cccs3)cc2)c(OC)c1	13	5	11	2	-4	1	1	-20	-3	-24	-5
CCOc1ccc(Br)cc1S(=O)(=O)Nc1nc(CN2CCOCC2)nc2sc(C)c(C)c12	-5	12	8	1	5	-3	-18	3	-20	6	5
Cc1ccc(CC(=O)Nc2nc3ccccc3[nH]2)cc1C	17	40	-26	4	-2	-8	3	-5	-6	-10	-3
COc1cc(C(=O)NCc2nnc(SCC(=O)Nc3nc4ccccc4s3)o2)cc(OC)c1OC	1	10	-36	13	-20	8	-7	-43	-15	-32	0
Cc1ccc(S(=O)(=O)N2CCN(c3ccc(N4CCOCC4)nn3)CC2)cc1[N+](=O)[O-]	7	8	-6	-21	-2	-2	12	-6	21	10	-7
CC[C@H](C)[C@@H]1NC(=O)[C@H]([C@@H](C)CC)NC(=O)[C@@H](CC(C)C)NC(=O)[C@H](Cc2ccccc2)NC(=O)[C@H](Cc2ccccc2)NC(=O)[C@@H]2CCCN2C(=O)[C@@H]2CCCN2C(=O)[C@H](C(C)C)NC(=O)[C@H](CC(C)C)NC1=O	-25	12	-10	22	-1	2	-20	2	-11	-1	7
NC(=O)CN(Cc1ccccc1)S(=O)(=O)c1ccc2c(c1)OCCO2	10	35	13	14	-3	9	-3	-2	6	-17	-6
O=C(COC(=O)CSc1ccc(F)cc1)NCC1CCCCC1	8	-2	-7	-8	7	-9	0	-6	3	-6	-4
